PHOSPHO1 inh: PHOSPHO1 (human) inhibition; Q8TCT1; recombinant PHOSPHO1, absorbance phosphatase assay; inhibition, % at 13.3 µM; 290,000 compounds, 1.1% hits; AID 1565; in the data active means inhibition above about 60%
Target sequence (Q8TCT1 whole entry, looked up): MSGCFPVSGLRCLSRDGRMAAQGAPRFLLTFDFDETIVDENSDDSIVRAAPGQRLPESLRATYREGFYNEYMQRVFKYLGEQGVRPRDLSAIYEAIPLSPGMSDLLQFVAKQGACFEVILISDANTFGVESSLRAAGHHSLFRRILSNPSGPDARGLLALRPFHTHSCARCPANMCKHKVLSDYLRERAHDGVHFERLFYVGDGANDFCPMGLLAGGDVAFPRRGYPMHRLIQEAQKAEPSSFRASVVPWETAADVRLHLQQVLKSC
V1aR counter: V1a receptor agonism, counter-screen for OXTR agonists; P37288; CHO-V1R cells, Fluo-8 calcium fluorescence, agonist mode; 0% DMSO, 100% 3 nM vasopressin; activation, % at 3 µM; 320,000 compounds, 0.25% hits; AID 2797;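 active means activation above the mean activation of all tested compounds plus 3 SD, per screening run, cut at about 20% in these data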;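 further: signal is peak over basal fluorescence ratio across a 100 second FLIPR read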
Target sequence (P37288 whole entry, looked up): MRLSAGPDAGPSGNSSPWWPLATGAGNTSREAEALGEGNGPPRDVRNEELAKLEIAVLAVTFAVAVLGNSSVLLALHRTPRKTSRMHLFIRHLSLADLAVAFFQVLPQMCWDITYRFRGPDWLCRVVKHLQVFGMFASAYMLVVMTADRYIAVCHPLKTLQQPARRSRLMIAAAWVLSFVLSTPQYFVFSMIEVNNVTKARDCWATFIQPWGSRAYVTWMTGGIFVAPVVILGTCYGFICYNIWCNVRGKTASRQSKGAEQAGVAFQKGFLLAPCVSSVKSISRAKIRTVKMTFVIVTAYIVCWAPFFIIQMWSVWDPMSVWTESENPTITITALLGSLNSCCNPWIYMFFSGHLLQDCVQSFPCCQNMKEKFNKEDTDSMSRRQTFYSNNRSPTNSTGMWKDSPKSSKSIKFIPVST
IMP-1 inhibitor: blocks Pseudomonas aeruginosa IMP-1 metallo-beta-lactamase; purified IMP-1, nitrocefin hydrolysis, epi-absorbance fluorescence; inhibition, % at 5.6 µM; 290,000 compounds, 0.45% hits; AID 1556;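 active means inhibition above the mean plus 3 SD of all compounds in the same screening run, cut at about 4.5% in these data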;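 further: 0% = IMP-1 with DMSO and 100% = DMSO wells lacking enzyme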
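System – purified recombinant IMP-1 beta-lactamase · Input – IMP-1 dispensed at 0.2 nM · Timing – 15 min preincubation plus 25 min reaction at 25 °C · Signal – Epi-absorbance fluorescence, 480 nm excitation, 530 nm emission · Measure – percent IMP-1 inhibition derived from blank-referenced optical density · Controls – Enzyme-plus-DMSO low control, enzyme-free DMSO high control · Replication – singlicate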
GalR3 antagonist: antagonists of human GalR3. O60755. HEK293 GalR3-CNG cAMP membrane potential fluorescence; galR3 body fused to GalR1 C-terminus. inhibition, % at 3 µM. 360,000 compounds, 0.44% hits;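 active means inhibition above the screen-wide average plus 3 SD, cut at about 13% in these data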;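 further: forskolin and galanin both at EC90 stimulate the cells; cAMP rise reported by CNG channel membrane potential dye signal; 0% = forskolin plus galanin with DMSO and 100% = forskolin alone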
VIM-2 inh: blocks Pseudomonas aeruginosa VIM-2 metallo-beta-lactamase; AID 1527; 290,000 compounds, 0.89% hits; purified VIM-2, nitrocefin hydrolysis, epi-absorbance fluorescence; inhibition, % at 5.6 µM;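 active means inhibition above the mean of all tested compounds plus 3 SD, cutoff set per screening run, cut at about 7.5% in these data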;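 further: red hydrolysis product quenches plate fluorescence so inhibitors raise well fluorescence; 0% = enzyme with DMSO and 100% = DMSO without enzyme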
HCV NS3 hel inh: inhibitors of Hepatitis C virus NS3 helicase | AID 1800 | 290,000 compounds, 0.56% hits | inhibition, % at 10.9 µM | NS3 helicase DNA unwinding, Cy5 molecular beacon fluorescence;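 active means inhibition above the mean of all tested compounds plus 3 SD, set per campaign, cut at about 35% in these data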;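 further: 0% = DMSO wells and 100% = thioflavine S control wells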
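Assay system: hepatitis C virus NS3 helicase domain fragment enzyme. Also added: annealed dual-labelled DNA beacon duplex, ATP-started. Timing: 1 h reaction at 25 °C, ATP-initiated. Technique: Cy5 fluorescence at 0 and 60 min, beacon hairpin quenching. Evaluation: % inhibition of unwinding. Replication: one well per compound.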
FID counter: counter-screen for HCV NS3 helicase inhibitors: DNA intercalator displacement. 290,000 compounds, 0.17% hits. inhibition, % at 7.9 µM. DNA fluorescent intercalator displacement, fluorescence; in the data active means inhibition above about 37%;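 further: 0% = vehicle and 100% = reference compound; higher means more ethidium bromide displaced from hairpin DNA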
OXTR ag: activates the human oxytocin receptor; CHO-OTR cells, Fluo-8 calcium fluorescence; normalized: DMSO 0%, oxytocin 100%; P30559; activation, % at 3 µM; 320,000 compounds, 0.32% hits;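 active means activation above the mean of all tested compounds plus 3 SD, cutoff set per screening run, cut at about 20% in these data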;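 further: peak over basal fluorescence ratio from a 100 s FLIPR kinetic read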
Target sequence (P30559 whole entry, looked up): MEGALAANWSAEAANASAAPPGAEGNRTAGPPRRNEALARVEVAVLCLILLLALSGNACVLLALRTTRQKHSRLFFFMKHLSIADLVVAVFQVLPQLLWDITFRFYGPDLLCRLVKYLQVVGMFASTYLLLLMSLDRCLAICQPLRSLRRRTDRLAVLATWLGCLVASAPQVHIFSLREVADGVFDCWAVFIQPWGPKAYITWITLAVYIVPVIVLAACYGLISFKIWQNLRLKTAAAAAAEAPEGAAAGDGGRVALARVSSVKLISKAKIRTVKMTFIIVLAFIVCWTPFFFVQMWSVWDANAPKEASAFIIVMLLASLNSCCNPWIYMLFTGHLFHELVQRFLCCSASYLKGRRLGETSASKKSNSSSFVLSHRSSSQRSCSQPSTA
GPR7 antagonist: human neuropeptides B/W receptor 1 antagonism. P48145. GPR7-expressing cells, fluorescence antagonist assay. inhibition, % at 4.4 µM. 290,000 compounds, 1.1% hits; in the data active means inhibition above about 16%, passing the limit was not always enough;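 further: cells stimulated with the agonist NPW; 0% = agonist with vehicle and 100% = vehicle without agonist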
The depositor's hits bear a star; . = no result given. Not a hit list (roughly 4.3% active in at least one column).

SMILES	PHOSPHO1 inh	V1aR counter	IMP-1 inhibitor	GalR3 antagonist	VIM-2 inh	HCV NS3 hel inh	FID counter	OXTR ag	GPR7 antagonist
COc1ccc(NC(=O)C2CCN(C(=O)NCc3ccccc3)CC2)cc1	12	-0.1	0.0	-5	-2.3	3	-6	0.4	-15
Cc1cc(C(=O)CN(Cc2ccc(F)cc2)S(=O)(=O)c2ccc3c(c2)OCCO3)c(C)n1C	1	2.2	-4.9	-4	-1.8	-4	-21	0.1	-7
O=c1cc(O)c2sc3nc4c(c(C(F)(F)F)c3c2[nH]1)CCCCC4	19	-0.4	-4.9	-5	-4.0	16	-4	0.3	1
O=C(CSc1nnc2c(Cl)cc(C(F)(F)F)cn12)NCc1ccc(F)cc1	-9	0.4	-3.4	2	-4.3	6	-7	-0.6	-6
COc1ccc(NC(=O)Nc2cccc([N+](=O)[O-])c2)cc1Cl	-6	15	-0.4	-5	-0.1	-14	26	15	35*
COc1ccc(C(=O)/C=C/c2ccc(O)cc2)c(O)c1CC=C(C)C	4	-0.2	-2.9	-4	-1.8	-6	9	-1.3	-11
COc1cc(CN2CC(C)OC(C)C2)cc(OC)c1 (stereo unspecified)	.	-0.1	-0.7	-6	-2.9	12	11	-0.4	-15
CC1(C)Cc2ccccc2C2=NNC(=O)C2=N1	8	-0.6	-1.6	6	1.0	-1	-1	0.8	-11
Cc1cc2c(c(SCC(=O)Nc3ccc(C)c(C)c3)n1)C(=O)OC2	5	1.9	-2.9	8	-2.5	-9	-3	4.1	2
O=C(O)CC1(CC(=O)NCc2ccc(C(F)(F)F)cc2)CCCCC1	28	-0.1	-1.9	2	-3.8	2	-12	-1.4	-14
CC1=C/C(=N\N=C2\NC(=O)C(CC(=O)Nc3ccccc3F)S2)CC(C)(C)C1 (stereo unspecified)	32	0.1	-3.0	-3	-3.7	11	-36	-1.0	-18
CC(C)COC(=O)/C(C#N)=C/c1cn(Cc2ccccc2)c2ccccc12	-21	0.7	-1.6	-4	0.3	-3	-6	-0.7	-6
CN(C)c1ccnc(N(Cc2ccccc2)Cc2ccccc2)c1C#N	19	-1.0	-0.7	.	1.3	3	-6	1.6	-6
Cc1ccc(C(=O)NCCN2CCNC2=O)cc1	12	0.5	-2.3	2	-3.1	20	-5	0.7	-10
COC(=O)C1=CN(Cc2ccc(OC)cc2)C=C(C(=O)OC)C1c1ccc(O)c(OC)c1	17	0.1	0.8	-12	0.7	-15	-39	0.4	-6

Gathered by group: the compounds so far with an aryl thioether with sulfur outside any ring.
SMILES	PHOSPHO1 inh	V1aR counter	IMP-1 inhibitor	GalR3 antagonist	VIM-2 inh	HCV NS3 hel inh	FID counter	OXTR ag	GPR7 antagonist
O=C(CSc1nnc2c(Cl)cc(C(F)(F)F)cn12)NCc1ccc(F)cc1	-9	0.4	-3.4	2	-4.3	6	-7	-0.6	-6
Cc1cc2c(c(SCC(=O)Nc3ccc(C)c(C)c3)n1)C(=O)OC2	5	1.9	-2.9	8	-2.5	-9	-3	4.1	2

Following part
SMILES	PHOSPHO1 inh	V1aR counter	IMP-1 inhibitor	GalR3 antagonist	VIM-2 inh	HCV NS3 hel inh	FID counter	OXTR ag	GPR7 antagonist
COc1ccc(C(=O)CCc2ccccc2O)c(OC)c1	8	2.4	-4.4	-9	-0.8	-11	-14	2.8	3
CC(C)OC(=O)CSc1nnc(-c2ccco2)n1N	7	-0.2	-1.9	-3	-1.0	0	1	0.2	-14
Cc1cccc(NS(=O)(=O)c2cc(NC(=O)CC(=O)c3ccc([N+](=O)[O-])cc3)ccc2C)c1	39	.	-1.0	.	-1.8	9	2	.	3
CSc1nnc(Nc2ccccc2C)s1	21	-0.9	-1.7	-2	-2.8	-2	1	-1.8	-12
Cn1c(SCC(=O)O)nnc1-c1cccc(NC(=O)c2cccc3ccccc23)c1	-117	-0.2	-2.2	-4	0.5	19	-40	-0.3	-10
CCOc1ccccc1C(=O)OCC(=O)Nc1cc(Cl)ccc1Oc1ccccc1	2	0.8	-3.2	-6	0.1	1	2	2.5	-4
CC1CC(C)(C)NC(=S)N1CCC(=O)N1c2ccccc2CC1C (stereo unspecified)	16	-0.7	-4.2	6	-3.8	-8	-13	-1.3	-1
Cc1cc(C)n(-c2nc3ccccc3s2)n1	20	0.2	-2.1	-4	-4.0	7	0	-1.9	-4
O=C(CCn1cccn1)Nc1ccc2c(c1)OCCO2	38	0.3	-3.3	-5	-3.2	8	-3	-0.6	-4
Cc1cc(C(=O)Nc2cccc(C)c2C)c2ccccc2n1	-156	0.4	-1.2	-7	0.3	1	-9	-1.8	-13
Cc1cccc(NC(=S)NNC(=S)NCc2ccccc2)c1	78*	1.0	4.3	-5	-3.9	3	-11	0.5	14
O=C(NC(=S)Nc1sc2c(c1C(=O)O)CCCC2)c1ccccc1	19	1.6	-2.6	-6	-3.4	31	-22	-1.0	-9
CN1C(C(=O)NCc2cccc(Br)c2)CC2Cn3c(nc4cc(Cl)c(Cl)cc43)C21 (stereo unspecified)	20	3.7	.	-6	.	.	.	4.2	.
CN(CCC1CCOCC1)C(=O)C1CCC(=O)N(CCc2ccc(Cl)cc2)C1 (stereo unspecified)	41	1.9	-2.7	-11	-1.2	1	-41	0.3	-14
COc1ccc(C(=O)C(C)N(C(=O)c2ccc(Cl)cc2Cl)N2C(=O)C3C4C=CC(C4)C3C2=O)cc1 (stereo unspecified)	16	-0.5	-4.5	-8	-1.8	-10	-29	-1.6	-6
COc1ccc(NC(=S)N(CCCN2CCCC2)Cc2cccs2)cc1	-28	0.3	-5.2	-4	-3.5	-7	1	0.2	-7
Clc1ccccc1-c1ncnc2ccc(Br)cc12	-17	-0.2	-2.4	2	-1.6	11	-4	-1.8	-22
Cc1cc(O)c(C=O)c2c1C(=O)Oc1c(CO)c(O)c3c(c1O2)C(O)OC3=O (stereo unspecified)	44	-1.0	1.6	.	-1.6	47*	17	-0.2	-17
Cc1cc(SCC(=O)c2cccc([N+](=O)[O-])c2)nc(=O)[nH]1	26	-0.3	-2.2	.	0.2	19	0	0.5	0
COc1ccc(C(=O)N(Cc2ccccc2)c2cccc(C)c2)c(OC)c1OC	10	-1.2	-2.0	-4	-2.8	-1	-64	-1.0	-3
COc1ccc(C(=O)NC2CCCCCC2)cc1OC1CCN(C(C)=O)CC1	12	3.2	-4.3	1	-0.9	0	-42	2.6	-15
COc1cc(NC(=O)c2ccccc2)ccc1NC(=O)Cc1ccccc1	29	-0.4	-1.7	-10	-2.4	-5	-27	-0.3	-9
CC(C)C(NC(=O)OC(C)(C)C)C(=O)NC(CCC(=O)OCc1ccccc1)C(N)=O (stereo unspecified)	32	1.4	-2.9	-5	-2.5	13	-19	-1.1	-1
Cc1ccc(-c2nn(C)c(=O)c3ccccc23)cc1CNC(=O)CSc1nc2ccccc2o1	14	-0.9	-3.2	-4	-1.4	-3	-28	-2.2	-3
O=C(CN(Cc1ccccc1)S(=O)(=O)c1ccccc1)N/N=C/c1ccc2c(c1)OCO2	42	1.5	-3.3	-9	-4.7	-6	-10	0.0	-2
CCc1ncc(C(O)c2cccc(OC)c2OC)n1C (stereo unspecified)	21	0.3	-3.4	-5	-2.9	-4	0	0.4	-11
O=C(NC1CCCCC1)Oc1cccc2ccccc12	20	1.3	-2.6	0	-0.8	6	0	2.9	-20
O=[N+]([O-])c1ccccc1/C=C\C=N\N1CCN(c2ccccc2)CC1	-8	-0.7	-2.2	-4	-3.1	-13	-3	-1.5	-8
O=C(Nc1ccccc1)c1ccccc1N=Cc1ccccc1O	-3	0.2	-2.8	-10	-2.3	-7	0	-1.4	-14
Oc1ccccc1/C=N/n1c(-c2cccs2)n[nH]c1=S	106*	0.8	-0.9	.	0.1	1	-1	2.0	-1
COc1ccccc1C1CCN(Cc2cccc(C(=O)N3CCC(O)CC3)c2)CC1	.	-0.7	-1.1	.	0.6	-6	-9	0.5	6
CC(CC(=O)Nc1nncs1)c1ccccc1 (stereo unspecified)	3	0.4	2.2	1	-1.4	-6	-6	0.4	6
Cc1ccc2c(c1)N(Cc1cccc(F)c1)C(=O)C(C)O2 (stereo unspecified)	19	-1.2	1.0	-10	-1.3	-6	-22	-1.9	-21
Oc1ccc(/C=N/NC(=S)Nc2cccnc2)c(O)c1	-2	0.6	-2.8	0	-0.4	2	-2	-0.1	-8
COC(=O)CN(C#N)c1nc(OC)nc(N(C)C)n1	-8	0.7	-1.9	-5	-3.9	1	-2	0.7	-10
COc1ccc(S(=O)(=O)N2CCCCC2)cc1NC(=O)CN1CCN(C(C)=O)CC1	11	0.1	-2.6	-4	-2.2	-2	-12	-0.2	-4
COc1ccc(NC(=O)CC2Nc3ccccc3NC2=O)c([N+](=O)[O-])c1 (stereo unspecified)	16	-1.1	-3.1	-5	-0.2	9	3	0.2	-12
CC(CC(=O)O)Nc1ccccc1O (stereo unspecified)	37	1.0	-1.0	-5	-1.6	13	-5	1.7	-6
CN1CCN(CCC(=O)N/N=C/c2ccccn2)CC1	30	-0.2	-1.6	-10	-1.3	6	7	-0.1	-21
CC1Cc2ccccc2N1C(=O)COC(=O)c1ccc(O)cc1 (stereo unspecified)	33	1.2	0.9	-7	-0.3	18	-15	0.0	10
c1ccc(-c2ccccc2-c2nc(-c3cccnc3)no2)cc1	-40	-0.7	-1.3	-1	-1.0	-8	-20	-2.2	-13
CCOc1ccccc1Nc1nnc(SCC(=O)NC(=O)c2cccn2C)s1	37	0.1	-3.7	-2	3.1	8	-21	-2.1	-11
COc1ccc(S(=O)(=O)NC(Cc2ccccc2)C(=O)O)cc1 (stereo unspecified)	29	-0.6	-0.8	-8	-0.9	-5	-5	-0.6	8
C/C(CC(=O)NCc1ccco1)=N\NC(=O)Cc1ccc(-c2ccccc2)cc1	-26	6.0	-1.9	-4	-2.6	3	-5	3.1	-3
O=C(NCc1ccc2c(c1)OCO2)c1cccc(C(=O)NCc2ccc3c(c2)OCO3)c1	-14	4.4	-2.3	-4	0.1	-9	-23	0.8	-3
CCOC(=O)N1CCN(c2cc(N3CCOCC3)c(F)cc2[N+](=O)[O-])CC1	21	1.5	-1.3	9	-2.9	6	-10	0.4	-8
COc1ccc(CC(=O)N2CCc3cc(OC)c(OC)cc3C2)cc1	23	7.4	-2.5	-9	-0.9	3	-28	-0.6	9
COc1ccc(C2(C(=O)N3CCC(n4nc(-c5ccccc5)oc4=O)CC3)CC2)cc1	13	0.4	-1.5	.	-1.4	4	-9	0.6	0
O=[N+]([O-])c1ccc(N2CCN(Cc3ccc([N+](=O)[O-])o3)CC2)cc1	14	.	-3.0	0	-0.8	11	13	.	17
CCc1cn([C@H]2C[C@H](O)[C@@H](CO)O2)c(=O)[nH]c1=O	11	4.3	0.9	-2	-1.9	-4	-2	-0.4	2
COc1ccc(NC(=O)CCCN2C(=O)C(c3ccccc3)Oc3cccnc32)cc1OC (stereo unspecified)	18	3.6	-2.7	-7	-1.9	-18	-50	2.4	5
